# HTR5A ag: activates human HTR5A in OPRM1-OPRD1 agonist counter-screen. actives 0.61% (n = 340,000). AID 504692. HTR5A agonist assay, luminescence, cell-based. activation, % at 9.3 µM. P47898; in the data active means activation mostly above about 9.5%, no sharp cut-off; inactive means mostly below about 7.6%;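 further: 0% = cells with vehicle only and 100% = reference agonist; strong numbers were not always called active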
# AddAB inh: less growth of phage-infected E. coli with AddAB; E. coli expressing H. pylori AddAB, absorbance growth; inhibition, % at 11.9 µM; actives 0.29% (n = 330,000); in the data active means inhibition above about 12%;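 further: 0% = vehicle wells of infected cells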
# PKA-R2B activ: activators of human PKA-R2B complex. P22694+P31323. PKA-R2B holoenzyme dissociation, Cy5-IP20 fluorescence polarization; R2B truncated from residue 108, S112A mutant; 0% DMSO only, 100% 113 µM cGMP. activation, % at 11.4 µM. actives 0.079% (n = 340,000);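 active means activation above a cutoff set at the mean over all compounds plus 3 SD, cut at about 18% in these data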;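 further: higher means more holoenzyme dissociation and a rise in polarization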
# Target sequence (P31323 whole entry, looked up, other chains not shown, the tested form may be a part): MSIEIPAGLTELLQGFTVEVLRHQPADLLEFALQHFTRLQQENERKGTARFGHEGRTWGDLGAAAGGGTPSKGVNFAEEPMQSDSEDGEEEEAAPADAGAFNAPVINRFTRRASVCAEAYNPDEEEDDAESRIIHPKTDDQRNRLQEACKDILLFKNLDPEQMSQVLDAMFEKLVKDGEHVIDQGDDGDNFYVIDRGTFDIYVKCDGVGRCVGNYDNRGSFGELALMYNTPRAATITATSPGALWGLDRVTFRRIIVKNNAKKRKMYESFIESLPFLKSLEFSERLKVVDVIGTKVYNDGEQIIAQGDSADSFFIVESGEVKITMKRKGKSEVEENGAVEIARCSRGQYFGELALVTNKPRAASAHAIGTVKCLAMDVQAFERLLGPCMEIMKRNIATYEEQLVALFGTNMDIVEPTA
# E coli growth: bacterial growth inhibition, counter-screen for AddAB inhibitors; E. coli V3065 growth, OD600 absorbance, 18 h; inhibition, % at 11.9 µM; actives 0.27% (n = 330,000);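 active means inhibition above the campaign's mean inhibition across all tested compounds plus 3 SD, cut at about 9.9% in these data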;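 further: uninfected addAB+ strain grown without phage in ampicillin broth; 0% = DMSO wells and 100% = ciprofloxacin 0.95 µg/ml wells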
# CDK5 p35 inh: CDK5/p35 (human) kinase inhibition | Q00535+Q15078 | actives 0.01% (n = 330,000) | Recombinant CDK5/p35, ADP-Glo luminescence, 60 min | inhibition, % at 10 µM;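 active means highest replicate inhibition of at least 50% and at least 75% of replicates reaching 50%; inconclusive means only one of the two criteria met; inactive means both criteria failed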;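 further: plate controls were DMSO neutral control for no effect and GW8510 at 10 µM for full effect; many of its hits are not listed in these tables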
# DAGLB inhibitor: diacylglycerol lipase beta (human) inhibition; Q8NCG7; actives 0.059% (n = 340,000); AID 504411; inhibition, % at 5.17 µM; HEK293T DAGLB membrane lysate, EnzChek fluorogenic substrate; in the data active means inhibition above about 34%;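 further: 0% = enzyme with vehicle and 100% = wells lacking enzyme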
# Target sequence (Q8NCG7 whole entry, looked up): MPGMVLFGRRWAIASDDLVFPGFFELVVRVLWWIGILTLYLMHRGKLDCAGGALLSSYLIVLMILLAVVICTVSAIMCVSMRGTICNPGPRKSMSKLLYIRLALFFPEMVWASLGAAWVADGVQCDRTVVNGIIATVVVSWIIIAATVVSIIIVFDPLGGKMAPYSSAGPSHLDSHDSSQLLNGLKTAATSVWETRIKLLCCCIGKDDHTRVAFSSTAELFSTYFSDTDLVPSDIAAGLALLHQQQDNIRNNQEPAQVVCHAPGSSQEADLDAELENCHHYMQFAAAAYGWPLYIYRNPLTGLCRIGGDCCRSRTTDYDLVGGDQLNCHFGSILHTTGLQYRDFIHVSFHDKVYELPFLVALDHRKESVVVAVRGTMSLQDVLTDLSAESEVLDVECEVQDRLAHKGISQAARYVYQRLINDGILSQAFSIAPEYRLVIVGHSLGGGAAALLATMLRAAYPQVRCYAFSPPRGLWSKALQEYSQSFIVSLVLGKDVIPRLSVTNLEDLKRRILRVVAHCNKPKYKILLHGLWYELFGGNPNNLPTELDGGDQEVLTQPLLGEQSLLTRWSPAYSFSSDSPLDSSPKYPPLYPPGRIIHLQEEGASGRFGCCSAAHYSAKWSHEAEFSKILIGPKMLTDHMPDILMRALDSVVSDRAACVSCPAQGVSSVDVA
# SUMO Mot1 rescue: inhibitors of SUMOylation pathway: yeast Mot1-301 growth rescue. growth rescue, % at 18.8 µM. S. cerevisiae Mot1-301 growth rescue, ATP luminescence, 38.5C; percent above DMSO median, 100 means doubled. actives 1% (n = 320,000). AID 2716;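 active means every valid replicate shows activation above 250% relative to neutral control wells; inactive means the rest, any valid replicate at or below 250%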;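 further: OY570 slx delta 5 strain wells were the positive control but not used for scaling; some compounds called inactive have numbers as strong as hits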
# HTR5A inv ctr: HTR5A inverse agonism, opioid heterodimer counter-screen; inhibition, % at 9.3 µM; actives 0.083% (n = 340,000); HTR5A cell line, luminescence; in the data active means inhibition mostly above about 23%, no sharp cut-off; inactive means mostly below about 18%;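 further: 0% = cells with DMSO and 100% = no-cell wells with DMSO; some compounds called inactive have numbers as strong as hits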
# phage Ecoli inh: E. coli growth loss with phage present; inhibition, % at 11.9 µM; actives 0.26% (n = 360,000); growth absorbance; in the data active means inhibition above about 11%
# Tat export inh: blocks Tat-dependent protein export in E. coli; AID 488895; inhibition, % at 10 µM; actives 0.036% (n = 340,000); E. coli MC4100 TorA-mCherry Tat export, fluorescence;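 active means mean replicate inhibition at least 50% and at least half of replicates individually reaching 50%; inconclusive means only one of the two criteria met; inactive means neither criterion met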;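 further: exported cargo escapes ClpAP degradation while cytoplasmic cargo is degraded and loses fluorescence; 0% = median of neutral control wells and 100% = median of NaSCN control wells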
# PKA-R1A activ: activators of PKA-R1A complex | P00514+P68181 | PKA-R1A dissociation, Cy5-IP20 fluorescence polarization; scaled: DMSO 0%, 113 µM cGMP 100% | activation, % at 11.4 µM | actives 0.083% (n = 340,000);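 active means percent activation above the mean of all tested compounds plus 3 SD, cut at about 19% in these data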;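 further: higher means more PKAc released from R1A so a rise in polarization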
# * = called active by the depositor; ? = inconclusive; . = no result given; & = joins results of further samples.
SMILES	HTR5A ag	AddAB inh	PKA-R2B activ	E coli growth	CDK5 p35 inh	DAGLB inhibitor	SUMO Mot1 rescue	HTR5A inv ctr	phage Ecoli inh	Tat export inh	PKA-R1A activ
CCOc1ccc(N2C(=O)CC(N(CCc3ccc(OC)c(OC)c3)C(=O)/C=C/C(=O)O)C2=O)cc1 (stereo unspecified)	2	-0.9	1	0.1	-13	3	-12	-7	-5.1	9	-17
COc1ccc(SC[C@H](Cc2ccccc2)N2CCN(C)CCC2=O)cc1	0	-1.0	-10	-0.2	0.4	5	162	17	2.6	-4	2
CCOc1ccc(OCCSc2nc3ccccc3[nH]2)cc1	-1	3.0	0	1.7	0.4	-4	7	7	6.6	-14	7
COc1ccc(OC)c(S(=O)(=O)n2nc(-c3ccccc3)cc2N)c1	1	2.6	0	1.1	0.1	0	-7	-2	4.8	2	-2
CCCCN(C)C(=S)Nc1ccc2nc3n(c(=O)c2c1)CCCCC3	3	5.1	-10	-0.9	2.1	1	-5	-8	2.2	-3	5
CC1C(=O)Nc2ccccc2N1C(=O)c1ccc(F)cc1 (stereo unspecified)	-1	1.6	-1	1.4	1.5	-2	10	2	0.2	-7	3
O=[N+]([O-])c1ccc(N2CCN(c3nc(-c4ccc(Cl)cc4)cs3)CC2)cc1	1	0.8	1	-1.4	0.8	1	4	7	1.1	-7	0
Cn1c(=O)c2c(ncn2CC(=O)N/N=C/c2ccc(Br)s2)n(C)c1=O	.	4.5	-6	0.2	1.5	1	5	.	1.4	-12	-1
CCOC(=O)c1ccccc1NC(=O)c1ccc2c(=O)n3c(nc2c1)CCCCC3	9	-0.6	-9	0.6	-0.8	-5	-9	-24	2.8	8	-8
COc1ccc(NC(=O)c2cccc(S(=O)(=O)NCc3ccccc3)c2)cc1S(N)(=O)=O	-1	2.1	-1	-0.9	-0.5	-4	11	-4	1.3	-1	9

# The final 5 records of the section before lead into the next.
SMILES	HTR5A ag	AddAB inh	PKA-R2B activ	E coli growth	CDK5 p35 inh	DAGLB inhibitor	SUMO Mot1 rescue	HTR5A inv ctr	phage Ecoli inh	Tat export inh	PKA-R1A activ
CC1C(=O)Nc2ccccc2N1C(=O)c1ccc(F)cc1 (stereo unspecified)	-1	1.6	-1	1.4	1.5	-2	10	2	0.2	-7	3
O=[N+]([O-])c1ccc(N2CCN(c3nc(-c4ccc(Cl)cc4)cs3)CC2)cc1	1	0.8	1	-1.4	0.8	1	4	7	1.1	-7	0
Cn1c(=O)c2c(ncn2CC(=O)N/N=C/c2ccc(Br)s2)n(C)c1=O	.	4.5	-6	0.2	1.5	1	5	.	1.4	-12	-1
CCOC(=O)c1ccccc1NC(=O)c1ccc2c(=O)n3c(nc2c1)CCCCC3	9	-0.6	-9	0.6	-0.8	-5	-9	-24	2.8	8	-8
COc1ccc(NC(=O)c2cccc(S(=O)(=O)NCc3ccccc3)c2)cc1S(N)(=O)=O	-1	2.1	-1	-0.9	-0.5	-4	11	-4	1.3	-1	9
Cc1cc2nc3c(=O)n(CCc4ccccc4)c(=O)[nH]c3nc2cc1N	3	4.5	-6	2.2	-0.2	-124	-15	-6	0.5	9	-14
COc1cc2c(cc1OC)CN(C(=O)CN(C)S(=O)(=O)c1ccc(NC(C)=O)cc1)CC2	1	0.6	-2	0.2	0.4	-3	8	-3	0.7	0	1
COCCCNC(=O)c1cccc(S(=O)(=O)N2CC3(C)CC2CC(C)(C)C3)c1 (stereo unspecified)	4	-0.7	-7	-1.1	-1.1	0	-17	-9	1.6	5	-12
O=C(C1=C[C@@H](C2CCCCC2)C[C@@H](OCCCCO)O1)N1CCN(Cc2ccccc2)CC1	10	0.5	-6	0.5	-0.6	-2	1	-28	-2.1	5	0
COc1ccccc1NC(=O)NC1CCS(=O)(=O)C1 (stereo unspecified)	-1	-0.3	1	-0.8	-4.2	-2	139	-22	3.2	-9	-1
COc1ccc(CCNC(=O)C2CCC(=O)N(C3CC3)C2)c(OC)c1 (stereo unspecified)	3	1.9	0	-0.8	0.0	-1	-17	29	0.6	6	-11
O=C(O)CCCCCNC(=O)CCn1nnc2ccccc2c1=O	3	2.6	2	-1.0	0.0	0	-22	-9	2.7	-2	10
NS(=O)(=O)c1ccc(CNC(=O)CCC2CCCCC2)cc1	0	2.1	-10	0.7	-0.6	-1	5	16	4.6	-7	-1
COCCC(=O)N1CCC(n2nccc2NC(=O)CCc2ccccc2)CC1	-2	-0.1	-1	3.1	0.0	-2	-29	9	1.0	2	-6
CCC(C)C(NC(=O)c1ccccc1NC(=O)c1ccco1)C(=O)NC1CCCCC1 (stereo unspecified)	-3	1.5	-6	0.7	-2.5	-8	-19	9	3.0	3	-2

# Single records, from the list above. Order of screens: HTR5A ag | AddAB inh | PKA-R2B activ | E coli growth | CDK5 p35 inh | DAGLB inhibitor | SUMO Mot1 rescue | HTR5A inv ctr | phage Ecoli inh | Tat export inh | PKA-R1A activ
# NS(=O)(=O)c1ccc(CNC(=O)CCC2CCCCC2)cc1 is listed as 0 | 2.1 | -10 | 0.7 | -0.6 | -1 | 5 | 16 | 4.6 | -7 | -1
# Cn1c(=O)c2c(ncn2CC(=O)N/N=C/c2ccc(Br)s2)n(C)c1=O is listed as . | 4.5 | -6 | 0.2 | 1.5 | 1 | 5 | . | 1.4 | -12 | -1

# Next part:
SMILES	HTR5A ag	AddAB inh	PKA-R2B activ	E coli growth	CDK5 p35 inh	DAGLB inhibitor	SUMO Mot1 rescue	HTR5A inv ctr	phage Ecoli inh	Tat export inh	PKA-R1A activ
O=C(NC1CC1)c1cccc(S(=O)(=O)N2CCOCC2)c1	5	2.5	-3	3.2	-8.0	-1	-14	-20	1.1	0	-6
COCCn1c(=S)[nH]c2cc(C(=O)NCC3CCCO3)ccc2c1=O (stereo unspecified)	-1	-0.8	-14	-2.1	-0.1	-4	6	-5	.	2	-14
CC1CCc2c(c3ccccc3n2C(=O)CCl)C1 (stereo unspecified)	5	5.8	-2	-1.2	0.1	6	-16	-19	-0.9	-7	-4
COc1ccc(C2NC(=O)CCC2[N+](=O)[O-])cc1 (stereo unspecified)	-2	1.8	-8	0.7	2.6	0	-5	8	-0.2	-11	0
CC(=O)Nc1sc2c(c1C(N)=O)CCC2	1	3.5	-3	1.6	8.4	-3	2	-2	0.0	-9	-16
C=CCn1c(Cc2ccc(OC)cc2)nnc1SCc1nc2ccccc2c(=O)[nH]1	-3	0.1	-3	-1.9	0.3	3	0	2	1.9	10	-7
COc1ccccc1Nc1c([N+](=O)[O-])cncc1[N+](=O)[O-]	0	-1.0	-19	-0.8	-1.0	0	34	0	3.0	3	-9
Cc1cccc(Nc2nnc(SCC(=O)NC3CCCc4ccccc43)s2)c1 (stereo unspecified)	2	-1.2	-5	-0.6	.	-3	4	10	4.1	5	-13
CC(C)(C)c1nc(NC(=O)Nc2ccccc2)sc1Br	3	4.9	-9	2.9	-3.6	-1	-12	7	5.9	0	-19
COCCNC(=O)c1cn(C)c2ccc(S(=O)(=O)N(C)C3CCCCC3)cc2c1=O	-3	3.1	2	-3.3	0.2	0	-10	9	2.4	1	-5
COc1cc(OC)c(/C=N/NC(=O)COc2cccc3cccnc23)c(OC)c1	1	2.8	-7	-0.3	-0.9	0	16	5	0.8	1	-10
O=C(Nc1cccc(Oc2c(F)c(F)c(F)c(F)c2F)c1)N1C[C@@H]2C[C@@H](C1)c1cccc(=O)n1C2	-2	3.1	-1	2.3	0.5	2	129	-22	3.3	-2	-12
O=C(c1cc(F)ccc1F)C1CCCN(Cc2cccn2-c2ccccn2)C1 (stereo unspecified)	0	2.6	-1	2.5	-0.9	0	-12	4	3.1	-2	-17
CCCN1CCN(CCCNC(=O)CN2C(=O)c3cccnc3Oc3ccc(C)cc32)CC1	1	4.2	-1	0.8	0.8	1	11	8	3.2	-8	6
Cc1cc(S(=O)(=O)NCCC2=CCCCC2)ccc1Br	5	1.5	-12	0.8	2.4	-13	8	-13	1.8	9	-8
Cn1c(=O)c2c(nc(NCCO)n2C)n(C)c1=O	1	1.1	0	2.0	-0.8	-4	3	-18	1.4	0	0
Cn1nccc1C(=O)NC1CCCc2c1cnn2-c1ccc(C(C)(C)C)cc1 (stereo unspecified)	7	-0.9	-5	-4.1	-1.4	-4	1	-1	-0.2	9	-2
Fc1ccc(-c2nnc(-c3ccc(Cl)cc3Cl)o2)cc1	2	0.9	-6	-0.9	-2.2	-21	37	-6	1.9	9	-2
NS(=O)(=O)c1ccc(NCCCn2ccnc2)c([N+](=O)[O-])c1	4	-0.8	0	3.1	-1.2	-3	247	-33	2.4	-3	10
CCc1nnc(NC(=O)CSc2nc3c(cc2C#N)CCCC3)s1	0	-0.9	-3	-2.4	-1.8	-2	736*	-16	3.5	-8	3
CCc1c(C)nc(SCCOc2ccc(OC)cc2)[nH]c1=O	-1	0.5	1	-1.7	-4.2	0	14	3	2.8	-2	-2
COC(=O)[C@H]1[C@H]2C[C@H]3c4[nH]c5ccccc5c4CCN3C[C@@H]2CC[C@@H]1O	6&3	-1.3&0.4	-12&6	-2.1&2.2	-0.4&-2.1	0&2	1&2	-31&-9	1.3&1.2	?	-4&7
CN1CCN(c2ccc(NC(=O)c3ccc4c(c3)OCO4)cc2)CC1	0	-0.2	-3	0.4	0.4	-1	-10	-5	4.2	-4	-3
CC(=O)OC1CCC2(C)C(=CCC3C2CCC2(C)C3CC3OC4(CCC(C)CN4)C(C)C32)C1 (stereo unspecified)	4	.	6	.	-1.5	2	.	-5	1.4	-3	-5
CCOC(=O)CC1CCCCN1Cc1cn(C)nc1-c1ccc2c(c1)OCCO2 (stereo unspecified)	-13	0.9	-15	1.9	3.8	-2	15	-17	3.2	3	-3
Cc1ccc(OC(=O)CCN2C(=O)c3ccccc3C2=O)cc1C	7	0.3	-10	-1.8	-0.1	-8	7	-20	1.7	-1	-9
Cc1ccc(NC(=O)C2CCCN2C(=O)c2cccs2)c(C)c1 (stereo unspecified)	5	1.5	2	-1.1	-1.6	-4	123	-14	-1.8	1	-10
CC(=O)c1cnn(-c2cc(Oc3ccccc3C)ncn2)c1C	-3	0.8	-6	1.7	0.5	1	-27	-14	2.7	0	-3
O=C(NNC(=S)Nc1ccccc1)c1cc(-c2cccnc2)nc2ccccc12	-1	1.7	1	2.0	-1.6	4	3	2	4.4	3	7
O=C(Nc1cccc(C(=O)O)c1)/C(=C\c1ccco1)NC(=O)c1ccccc1Cl	-1	1.5	2	-3.9	-0.4	1	-21	-21	1.8	-1	3
O=C(c1cnn(C(=O)c2ccccc2F)c1)c1ccccc1O	-2	2.0	-7	1.2	0.7	2	250	6	3.6	0	-5
COc1ccc(Cn2c(C)c(C)c(C#N)c2NC(=O)Nc2ccccc2)cc1	0	0.2	3	-0.6	0.1	1	-13	-3	-0.8	0	-11
FC(F)c1nnc2ccc(Cl)nn12	0	-1.0	7	1.7	-0.9	1	-1	4	4.1	-2	-3

# High-throughput results from PubChem.

# Compounds were not picked by outcome; any-hit rate near 2.3%.
